hIAP activ – increases human intestinal alkaline phosphatase activity. P09923. activation factor at 10 µM. 330,000 compounds, 0.16% hits. purified human IAP, CDP-Star luminescence, 30 min; active compounds read high; 1 = vehicle-only enzyme, 0 = enzyme-free background;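 active = activation factor of the enzyme at least 2-fold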; also: the source names both 10 and 20 µM as test concentration; values of inactives mirror those of a sister screen read the other way
SENP8 block – inhibitors of human SENP8 protease; Q96LD8; recombinant SENP8, Nedd8 substrate fluorescence; inhibition, % at 20 µM; 360,000 compounds, 0.64% hits; in the data active = inhibition mostly above about 40%, no sharp cut-off; inactive = mostly below about 27%
SENP6 block – blocks the human protease SENP6 | Q9GZR1 | Recombinant SENP6 catalytic domain, aminoluciferin luminescence | inhibition, % at 10 µM | 330,000 compounds, 1.8% hits | AID 2599;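 active = inhibition above about 50% at the single tested dose, limit read from the data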;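 also: plate controls were DMSO wells with enzyme for no effect and DMSO wells lacking enzyme for full effect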
Target sequence (Q9GZR1 628-1112 limits assumed): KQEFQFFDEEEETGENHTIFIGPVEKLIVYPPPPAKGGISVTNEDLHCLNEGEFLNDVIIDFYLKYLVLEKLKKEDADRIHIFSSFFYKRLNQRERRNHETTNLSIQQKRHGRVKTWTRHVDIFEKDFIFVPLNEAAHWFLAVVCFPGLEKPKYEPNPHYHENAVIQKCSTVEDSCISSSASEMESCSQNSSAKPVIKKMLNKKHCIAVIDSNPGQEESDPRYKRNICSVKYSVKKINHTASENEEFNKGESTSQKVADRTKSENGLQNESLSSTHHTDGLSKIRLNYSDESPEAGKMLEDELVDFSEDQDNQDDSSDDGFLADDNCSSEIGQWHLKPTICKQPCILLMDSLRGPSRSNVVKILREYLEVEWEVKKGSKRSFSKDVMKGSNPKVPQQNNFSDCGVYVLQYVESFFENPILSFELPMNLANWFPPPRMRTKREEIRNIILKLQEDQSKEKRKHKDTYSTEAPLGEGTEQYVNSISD
ATG4B inh – ATG4B (human) cysteine protease inhibition; ATG4B cleavage of LC3-PLA2, NBD-HPC fluorescence, 1 h; inhibition, % at 8.33 µM; 340,000 compounds, 0.51% hits; AID 504462; in the data active = inhibition above about 40%
Target sequence (Q9Y4P1 whole entry, looked up): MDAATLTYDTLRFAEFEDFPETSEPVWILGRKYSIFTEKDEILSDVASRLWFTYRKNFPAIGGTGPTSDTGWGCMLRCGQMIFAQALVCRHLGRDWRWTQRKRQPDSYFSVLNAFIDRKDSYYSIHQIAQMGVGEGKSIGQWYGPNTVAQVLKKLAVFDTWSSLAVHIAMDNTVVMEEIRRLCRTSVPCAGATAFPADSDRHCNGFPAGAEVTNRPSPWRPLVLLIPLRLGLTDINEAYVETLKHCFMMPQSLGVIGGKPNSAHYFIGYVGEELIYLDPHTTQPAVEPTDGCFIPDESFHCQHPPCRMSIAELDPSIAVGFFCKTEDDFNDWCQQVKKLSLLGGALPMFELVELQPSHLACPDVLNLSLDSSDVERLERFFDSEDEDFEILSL
SENP1 FRET inh – inhibitors of human SENP1 SUMO protease catalytic domain | recombinant SENP1 catalytic domain, CyPet-SUMO1-YPet FRET cleavage | 360,000 compounds, 0.21% hits | inhibition, % at 10 µM;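 active = inhibition at least 30% at 10 µM, raw YFP signal under a set limit, fluorescence ratio 0.5 to 1.5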;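 also: 0% = enzyme with DMSO and 100% = no enzyme wells; some results filed as inactive read as strong as hits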
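Compound: 10 µM single point, 0.5% DMSO; Test system: hSENP1 catalytic domain, recombinant; Timing: 50 min reaction at room temperature; Technique: FRET, CFP and YFP emission; Control set: no-enzyme wells low, DMSO-plus-enzyme wells high control.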
MPTP block – inhibitors of mitochondrial permeability transition pore; isolated mouse mitochondria, Ca2+ swelling absorbance, 30 min; inhibition, % at 10 µM; 360,000 compounds, 1.4% hits;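 active = inhibition of 50% or more, scaled per plate between neutral and stimulator controls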;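 also: 0% = DMSO wells given calcium and 100% = 1 mM EGTA wells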
PfG6PD inh – PfG6PD (Plasmodium falciparum) enzyme inhibition. 350,000 compounds, 0.78% hits. PfGluPho enzyme, NADPH resazurin-diaphorase fluorescence. inhibition, % at 20 µM. AID 504690;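 active = inhibition reaching at least a set limit at 20 µM in the primary screen, cut at about 59% in these data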;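 also: 0% = DMSO wells with substrate and 100% = DMSO wells lacking glucose-6-phosphate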
NR3A LBD binder – modulators (binders) of human NR3A ligand-binding domain | 340,000 compounds, 2.5% hits | NR3A LBD differential scanning fluorimetry, Tm shift; 0% = protein alone, 100% = glycine-bound protein | AID 1259313 | Tm shift relative to glycine control, % at 25 µM;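 active = melting temperature shift of at least 10% of the positive control shift, at one fixed dose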
The depositor's hits bear a star; i = inactive; / = no result given.

SMILES	hIAP activ	SENP8 block	SENP6 block	ATG4B inh	SENP1 FRET inh	MPTP block	PfG6PD inh	NR3A LBD binder
COCCOC(=O)C1=C(C)N=C2SCCC(=O)N2C1c1ccc(C(=O)OC)cc1 (stereo not drawn)	0.95	13	-3	-12	5	-0.8	-14	1
CCc1cccc2c(=O)c(C(=O)NCCN3CCOCC3)c[nH]c12	0.78	20	-10	-5	3	-0.4	-4	1
O=C(COC(=O)c1ccc(Br)o1)NCc1cccs1	0.89	12	-8	-9	1	2.4	13	0
NC(=O)C1CCN(C(=O)OCc2ccccc2)CC1	1.1	28	-10	-5	1	-1.2	4	4
CCOc1ccccc1NC(=O)NS(=O)(=O)c1ccc(C)cc1	0.97	16	-7	-2	4	0.4	11	0
Cc1ccsc1C(=O)NC1CCCCC1C (stereo not drawn)	1	13	-15	8	2	-1.4	-3	0
Cc1cc(C(=O)N/N=C/c2ccc([N+](=O)[O-])s2)c2ccccc2n1	1.2	46*	32	-3	-6	3.6	3	-6
CCOC(=O)Nc1oc2ccccc2c(=O)c1CN1CCOCC1	1.1	-5	8	-1	-3	3.4	-9	1
Cc1ccc(NC(=O)c2ccc(OC(=O)C(C)Oc3ccc(Cl)cc3C)cc2)cc1 (stereo not drawn)	1.1	0	6	36	5	0.4	6	1
CC(C)C[C@H](NC(=O)Nc1cccc(Cl)c1)C(=O)O	1.2	24	-7	4	3	-0.5	-15	0
Cc1ccc2c(c1)N(C(=O)CCC(=O)N1CCOCC1)CCO2	0.98	5	-2	-4	2	-1.4	16	0
COc1ccc(/C=C/C(=O)NC2CCN(Cc3ccccc3)CC2)cc1OC	0.94	-90	-15	-7	0	-0.7	-15	0
C=CCc1cccc2cc(C(=O)OCC)c(=O)oc12	0.93	-147	5	29	-1	0.4	6	1
O=C(CNc1ccccc1)Nc1ccc(F)cc1	0.82	8	-13	-3	2	1.3	-2	-17
O=C1CN(C(=O)COC(=O)c2cc(Cl)ccc2[N+](=O)[O-])c2ccccc2N1	/	0	/	/	-6	0.0	-4	/
CC(C)OC(=O)CSc1nnc(COc2ccc([N+](=O)[O-])cc2)n1C	0.97	13	-14	-12	2	-0.6	-5	-3
O=C(Nc1ccc(S(=O)(=O)Nc2ncccn2)cc1)c1ccc(Br)s1	0.92	1	-4	-4	4	0.2	-14	-3
Cc1ccc(S(=O)(=O)N2CCN(C(=O)COC(=O)CSc3ccc(C)c(C)c3)CC2)c(C)c1	1	7	-7	-5	0	0.5	23	0
O=C(NCCc1cccc(F)c1)[C@@H]1CSC2c3ccccc3C(=O)N21 (stereo partly drawn)	1	8	-10	-26	1	-4.4	0	-4
COc1ccc([N+](=O)[O-])cc1NC(=O)c1ccc(CN(c2ccccc2)S(C)(=O)=O)cc1	0.88	11	10	-17	0	1.8	3	-3

Shown with values under each structure: eleven of the compounds above.
Values run as follows: hIAP activ | SENP8 block | SENP6 block | ATG4B inh | SENP1 FRET inh | MPTP block | PfG6PD inh | NR3A LBD binder
> COCCOC(=O)C1=C(C)N=C2SCCC(=O)N2C1c1ccc(C(=O)OC)cc1 (stereo not drawn)
→ 0.95 | 13 | -3 | -12 | 5 | -0.8 | -14 | 1
> CCc1cccc2c(=O)c(C(=O)NCCN3CCOCC3)c[nH]c12
→ 0.78 | 20 | -10 | -5 | 3 | -0.4 | -4 | 1
> O=C(COC(=O)c1ccc(Br)o1)NCc1cccs1
→ 0.89 | 12 | -8 | -9 | 1 | 2.4 | 13 | 0
> NC(=O)C1CCN(C(=O)OCc2ccccc2)CC1
→ 1.1 | 28 | -10 | -5 | 1 | -1.2 | 4 | 4
> CCOc1ccccc1NC(=O)NS(=O)(=O)c1ccc(C)cc1
→ 0.97 | 16 | -7 | -2 | 4 | 0.4 | 11 | 0
> Cc1ccsc1C(=O)NC1CCCCC1C (stereo not drawn)
→ 1 | 13 | -15 | 8 | 2 | -1.4 | -3 | 0
> Cc1cc(C(=O)N/N=C/c2ccc([N+](=O)[O-])s2)c2ccccc2n1
→ 1.2 | 46* | 32 | -3 | -6 | 3.6 | 3 | -6
> CCOC(=O)Nc1oc2ccccc2c(=O)c1CN1CCOCC1
→ 1.1 | -5 | 8 | -1 | -3 | 3.4 | -9 | 1
> Cc1ccc(NC(=O)c2ccc(OC(=O)C(C)Oc3ccc(Cl)cc3C)cc2)cc1 (stereo not drawn)
→ 1.1 | 0 | 6 | 36 | 5 | 0.4 | 6 | 1
> CC(C)C[C@H](NC(=O)Nc1cccc(Cl)c1)C(=O)O
→ 1.2 | 24 | -7 | 4 | 3 | -0.5 | -15 | 0
> Cc1ccc2c(c1)N(C(=O)CCC(=O)N1CCOCC1)CCO2
→ 0.98 | 5 | -2 | -4 | 2 | -1.4 | 16 | 0

(further entries)
SMILES	hIAP activ	SENP8 block	SENP6 block	ATG4B inh	SENP1 FRET inh	MPTP block	PfG6PD inh	NR3A LBD binder
CSc1nnc(N(CCC#N)CCC#N)s1	0.96	22	6	2	1	-0.6	1	0
COc1ccc(N2C(=O)CSC23C(=O)N(CC(=O)NC2CCCC2)c2ccccc23)cc1 (stereo not drawn)	1.4	17	18	-6	0	0.4	0	-1
CCOc1ccc(NC(=O)CC2C(=O)Nc3ccccc3N2C(=O)c2ccccc2)cc1 (stereo not drawn)	1.1	4	3	1	-5	-1.2	1	0
Cc1ccccc1OCCCC(=O)Nc1ccc(N2CCOCC2)cc1	1.3	10	3	-5	2	-0.3	17	-6
CS(=O)(=O)c1ccc(C(=O)Nc2ccc(N3CCCC3)cc2)c(Cl)c1	1	6	9	-7	2	-0.2	-8	1
O=C(COc1ccc(Cl)cc1)N(Cc1cccs1)C1CCS(=O)(=O)C1 (stereo not drawn)	0.94	-1	-6	-4	5	-0.8	-12	0
CCOC(=O)N=S(N)(=O)c1ccc(Cl)cc1 (stereo not drawn)	0.97	13	1	4	1	-1.3	5	1
COc1ccc(C(CC(=O)NC(C)c2ccc(-c3ccccc3)cc2)NC(C)=O)cc1 (stereo not drawn)	1.2	15	-30	9	2	0.9	-6	0
CC(C)(C)c1ccc(C(=O)Nc2ncn[nH]2)cc1	1.6	10	-8	2	2	9.8	4	2
Cn1cccc1Cc1nnc(SCC(=O)N2CCCCCC2)n1-c1ccc(F)cc1	1	-3	-13	-9	-2	-0.8	3	0
O=C(Nc1ccsn1)c1ccc(Cl)cc1Cl	1.2	18	-20	1	0	-0.9	-15	10*
CC1CCc2nn(CC(=O)NC3CCCC(C)C3C)cc2C1 (stereo not drawn)	0.88	6	-9	1	1	-0.4	-6	-1
O=C(NCc1ccco1)c1ccc(Br)c(S(=O)(=O)N2CCCCC2)c1	0.88	11	-13	3	2	-0.1	0	1
CCN(C(=O)COC(=O)/C(C#N)=C/c1cc(C)n(CCOC)c1C)c1c(N)n(Cc2ccccc2)c(=O)[nH]c1=O	/	-77	/	-2	-8	0.3	-11	-2
COc1c(F)c(F)c(C(=O)O)c(Nc2ccccc2C)c1F	0.85	4	4	21	-2	-0.3	11	1
COc1ccc(C(=O)N2CCN(S(=O)(=O)c3ccc(Br)cc3)CC2)cc1	1.1	3	0	-33	0	-3.1	-16	0
O=C(Nc1c2c(nn1-c1cccc(Cl)c1)CS(=O)(=O)C2)C1CC1	0.9	0	-4	-5	0	0.8	11	2
Cc1ccc(C(=O)N/C(=C/c2cccnc2)C(=O)NCc2ccco2)cc1	0.9	18	-22	2	3	8.8	8	1
O=C(NCCCNC(=O)c1ccccc1F)c1ccco1	1.1	5	-15	0	1	-1.1	9	-2
CCC(=O)Nc1ccc(C(=O)Nc2ccc(OC)cc2[N+](=O)[O-])cc1	1.2	21	9	-11	8	0.6	1	-27

(next part)
SMILES	hIAP activ	SENP8 block	SENP6 block	ATG4B inh	SENP1 FRET inh	MPTP block	PfG6PD inh	NR3A LBD binder
O=C(c1ccccc1)N1N=C(c2ccccc2)CC1c1ccc2nccnc2c1 (stereo not drawn)	0.76	4	-8	-2	2	2.6	4	0
CCOc1cc(CNCc2cccnc2)ccc1OCC(=O)NC(C)(C)C	1	6	-12	-11	1	0.1	9	1
COc1ccc(C2c3ccc4ccccc4c3Oc3ncn(CCCO)c(=N)c32)cc1OC (stereo not drawn)	1.3	13	-16	-17	-20	-3.8	3	-1
CN(C[C@H](Cc1ccccc1)N(CCN(CCc1ccccc1)N=O)N=O)N=O	1.1	4	4	5	0	-1.5	4	4
CC1CCCN(c2ccc(C(=O)OCn3nnc4ccccc4c3=O)cc2[N+](=O)[O-])C1 (stereo not drawn)	1.1	28	-11	7	3	0.6	-9	2
C[C@@H]1CN([C@@H](C)CO)C(=O)CCCn2nncc2CO[C@H]1CN(C)Cc1ccccc1	/	-3	/	/	-1	-1.3	2	/
CC1=C(n2nnc([N+](=O)[O-])n2)C(c2cccnc2)C(C#N)=C(N)O1 (stereo not drawn)	0.96	20	29	-10	3	-0.4	84*	3
COc1cccc(=O)c2c(C)n(-c3ccc(C(=O)O)cc3)c(C)c12	1	9	7	3	12	-1.8	7	0
CCC(=O)Nc1ccnc(-c2cccnc2)n1	0.89	15	4	3	-1	-0.7	-8	5
O=C(Cn1c(=O)n(-c2ccccc2)c(=O)c2sccc21)NCc1ccccc1	0.96	22	-5	1	0	0.9	-1	0
COc1ccc(C2/C=C\CN(C(=O)NC34CC5CC(CC(C5)C3)C4)CC(=O)N2Cc2ccc(F)cc2)cc1 (stereo not drawn)	1	5	-5	-9	0	-1.8	3	-2
COc1ccc2c(COC(=O)c3n[nH]c4ccccc34)cc(=O)oc2c1	0.94	i	8	26	-17	2.9	-17	-17
O=C1CCC([N+](=O)[O-])C(c2cccc(Br)c2)N1 (stereo not drawn)	1	27	-17	-4	2	0.6	-5	-2
COc1ccccc1C(=O)NCc1ccc2c(c1)OCO2	0.95	10	-38	4	2	-1.5	0	-1
O=C(CSc1nc(C(F)(F)F)cc(=O)[nH]1)N1CCCC1	1.1	5	-9	-2	2	-1.2	12	0
OC(c1ccc(Cl)cc1Cl)C(Cc1cccnc1)n1cncn1 (stereo not drawn)	0.95	8	-4	-17	0	0.6	-1	0
O=c1cc(-c2ccccc2)oc2ccc(Br)cc12	0.82	15	42	7	0	-0.3	-5	1
O=C(CN1CCc2[nH]c3ccccc3c2C1)N1CCCCC1	1.3	-99	-19	-7	-28	-0.4	15	0
O=C(NC(Cc1ccccc1)C(=O)O)c1ccccc1 (stereo not drawn)	0.95	15	2	15	3	1.6	-21	-3
CCN(C(=O)Cc1cccs1)c1nnc(-c2cccnc2)s1	1	11	-6	-20	-1	-1.3	-3	0

More structures
SMILES	hIAP activ	SENP8 block	SENP6 block	ATG4B inh	SENP1 FRET inh	MPTP block	PfG6PD inh	NR3A LBD binder
CCOc1ccc(CN(C(=O)c2cccs2)C2CCS(=O)(=O)C2)cc1 (stereo not drawn)	1.1	6	-8	-4	1	-1.6	8	2
O=C(CCS(=O)(=O)c1ccccc1)Nc1ccccc1-c1nc2ccccc2s1	1	6	-10	-7	0	8.7	3	-1
COC(C(=O)N1CCC(n2nccc2NC(=O)C2CC2)CC1)c1ccccc1 (stereo not drawn)	0.94	-2	-3	18	1	-0.9	4	-2
Cc1cccc(CN2CCN(c3ncccn3)CC2)c1	1.1	21	5	-1	-2	-1.5	-4	0
COc1ccccc1C1SCCN1S(=O)(=O)c1cccc(C(F)(F)F)c1 (stereo not drawn)	1.2	-1	0	0	2	2.3	20	1
Cc1cc(N)nc(C)c1C#N	1	1	-3	-11	-2	2.3	3	2
O=S(=O)(NCc1ccccc1)c1ccc(S(=O)(=O)N(Cc2cccs2)CC2CCCO2)cc1 (stereo not drawn)	1.1	6	-12	4	3	0.8	-14	-3

Compound activity deposited in PubChem BioAssay by Sanford-Burnham Center for Chemical Genomics.
